Autofluor 339: intrinsic fluorescence of library compounds, ex339/em460 – biochemical, MLSMR library, data from DPM-DC assay, artefact control, profiling panel; fluorescence fold increase at 10 µM; AID 709; 65,000 compounds, 5.5% hits; compound autofluorescence, ex339/em460 nm, NADH buffer; stronger effect = higher value; 1 = no-compound wells, NADH background;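 active = at 10 µM, mean starting fluorescence two-fold or more over control wells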;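 note: signal is the first read of a kinetic run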
HTR1A agonist: 5-HT1a (human) receptor agonism; P08908; CHO 5-HT1a Ga15 NFAT-bla reporter, FRET ratio; 0% basal, 100% maximal reference agonist; activation, % at 10 µM; 65,000 compounds, 0.56% hits; AID 567;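 active = activation above the screen-wide mean activation plus 3 SD, cut at about 19% in these data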;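 note: 0% = DMSO wells and 100% = 5-CT at EC100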
D1 allo mod: D1 dopamine receptor (human) allosteric modulation; P21728; HEK293 D1, CRE-luciferase, dopamine EC30 potentiation; actives deviate in either direction; B-score at 10 µM; 58,000 compounds, 5.9% hits;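 active = luminescence count or its row- and column-corrected plate score outside the 99.7% band of the plate's sample wells, on either side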
Target sequence (P21728 whole entry, looked up): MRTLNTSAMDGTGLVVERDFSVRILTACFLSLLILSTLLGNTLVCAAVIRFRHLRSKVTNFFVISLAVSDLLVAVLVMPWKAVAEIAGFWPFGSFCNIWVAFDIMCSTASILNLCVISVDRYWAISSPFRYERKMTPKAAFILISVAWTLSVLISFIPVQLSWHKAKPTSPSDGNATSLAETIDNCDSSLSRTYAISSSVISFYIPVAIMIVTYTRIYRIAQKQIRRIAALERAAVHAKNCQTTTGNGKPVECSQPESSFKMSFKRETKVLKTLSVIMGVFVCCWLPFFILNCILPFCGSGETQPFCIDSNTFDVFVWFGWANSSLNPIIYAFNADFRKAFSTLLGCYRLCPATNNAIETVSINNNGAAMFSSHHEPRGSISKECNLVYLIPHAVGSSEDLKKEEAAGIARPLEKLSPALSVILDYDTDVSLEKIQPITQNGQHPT
M1 agonist: activates the M1 muscarinic receptor; 64,000 compounds, 3% hits; CHO-M1 cells, Fluo-4 calcium fluorescence, agonist mode; stronger effect = higher value; B-score at 10 µM;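 active = fluorescence rise, raw or as B-score row- and column-corrected plate score, outside the 99.7% band of its plate's samples, either direction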
NADH enzymes: inhibitors of enzymes used to reach an NAD/NADH endpoint; IC50, µM (series often up to 10 µM), for inactives: top-dose inhibition; AID 774; 65,000 compounds, 0.02% hits; coupled PK/LDH NADH assays, four targets;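 active = single-dose screening hits from any of four coupled enzyme assays that gave an IC50 when retested across doses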;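 note: the DPM-DC format reads NADH fluorescence rather than 340 nm absorbance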
M1 antag: antagonists of rat M1 muscarinic receptor | B-score at 10 µM | CHO-M1 cells, Fluo-4 calcium, ACh EC80 antagonist mode; stronger effect = lower value | 64,000 compounds, 3.4% hits | P08482;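 active = calcium fluorescence response, raw or row-and-column corrected B-score, differing from the plate sample mean either way at a set confidence level, mostly lower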
Target sequence (P08482 whole entry, looked up): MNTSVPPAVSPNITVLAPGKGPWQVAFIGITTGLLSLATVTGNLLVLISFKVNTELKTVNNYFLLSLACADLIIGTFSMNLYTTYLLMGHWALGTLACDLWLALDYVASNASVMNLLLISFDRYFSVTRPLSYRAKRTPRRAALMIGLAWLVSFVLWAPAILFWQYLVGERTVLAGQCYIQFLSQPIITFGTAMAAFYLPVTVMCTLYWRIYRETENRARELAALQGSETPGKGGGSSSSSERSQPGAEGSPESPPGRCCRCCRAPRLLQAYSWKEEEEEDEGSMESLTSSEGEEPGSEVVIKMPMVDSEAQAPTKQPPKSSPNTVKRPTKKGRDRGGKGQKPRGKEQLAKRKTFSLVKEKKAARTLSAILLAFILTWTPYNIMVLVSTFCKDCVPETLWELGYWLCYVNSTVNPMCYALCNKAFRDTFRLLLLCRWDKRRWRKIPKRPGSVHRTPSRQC
HER2 expr 66K: inhibitors of human Her2 kinase expression; P04626; SKBR-3 HER2 protein level, AlphaScreen, 18-24 h; stronger effect = lower value; HER2 level % of control, % at 10 µM; 65,000 compounds, 0.69% hits;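 active = HER2 level under 5% of the carrier-only control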;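 note: 100% = DMSO carrier and 0% = 500 nM PU-H71 HSP90 inhibitor; lower value means stronger loss of Her2 protein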
Hsp90 block: displaces geldanamycin probe from tumor Hsp90; P07900; NCI-N417 lysate Hsp90, Cy3B-geldanamycin FP displacement; inhibition, % at 30 µM; 64,000 compounds, 0.35% hits; AID 429;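 active = inhibition above 50%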;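 note: 0% = tracer plus lysate wells and 100% = tracer alone without lysate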
E coli RNAP: Escherichia coli RNA polymerase inhibition; E. coli RNA polymerase, fluorescence transcription assay; inhibition, %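 (tested at 10 µM)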; 62,000 compounds, 0.2% hits; AID 559; P0A8V2; in the data active = inhibition above about 20%;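 note: 0% = enzyme without compound and 100% = no enzyme blank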
Active calls of the source: *; / = no result given; [ ] = another dose, or the depositor's remark.

The line under a structure holds: Autofluor 339	HTR1A agonist	D1 allo mod	M1 agonist	NADH enzymes	M1 antag	HER2 expr 66K	Hsp90 block	E coli RNAP
O=c1[nH]c(=O)n(Cc2ccco2)c2c1C(C(F)(F)F)(C(F)(F)F)N=C(C1CCCCC1)N2
  2.1*	2.0	-0.81	-0.38	5%	-0.4	108	-4	8
CC1(C)Cc2c(sc3ncnc(N)c23)CO1
  1	-3.3	-0.02	-0.45	5%	0.41	62	-4	9
Cc1ccc(S(=O)(=O)Nc2ccc(NC(=O)CN3CCCCC3)cc2)cc1
  1.1	-2.9	0.12	0.72	5%	-1.9	68	-3	1
CC(C)COc1ccc(/C(O)=C2/C(=O)C(=O)N(CCN(C)C)C2c2ccncc2)cc1 (centres undefined)
  1.1	-3.6	-0.21	-1.2	1%	-0.0032	98	-4	-4
O=C(Nc1ccc(Cl)cn1)Nc1cccs1
  1.1	-4.1	-0.04	0.73	4%	0.11	54	-1	3
CCOc1ccccc1NC(=O)c1ccccc1-c1nc(-c2ccccc2)no1
  1.1	2.2	-0.0017	/	4%	/	66	7	4
CN(CC(=O)NCCN1CCN(Cc2ccccc2)CC1)S(=O)(=O)c1cccc2nsnc12
  1.2	0.3	-0.14	1.9	7%	-0.68	86	-3	2
COc1ccc(C)cc1NC(=O)C1CCCN1S(=O)(=O)c1ccc2c(c1)CCC(=O)N2 (centres undefined)
  1.1	-2.7	-0.1	3.2	5%	1.6	67	0	5
O=C(N1CCN(Cc2ccc3c(c2)OCO3)CC1)C12CC3CC(CC(C3)C1)C2
  1	1.1	-0.047	-1.2	4%	-0.83	105	/	7
COC(=O)Cn1c(=O)c2c(nc3n2CC(C)CN3c2ccc(C)c(C)c2)n(C)c1=O (centres undefined)
  1.1	1.2	-1.1	0.3	7%	0.27	99	-3	2
COc1ccc(OCc2nnc(SCC(=O)NCc3ccco3)o2)cc1
  1.1	1.2	0.22	0.4	8%	0.3	128	-4	6
COc1ccc(C(c2nnnn2CC2CCCO2)N2CCN(c3ccccc3)CC2)cc1 (centres undefined)
  1.3	0.3	0.33	0.65	79%	0.28	109	1	2
O=C(c1ccccc1F)N1CCN(c2ccccc2)CC1
  1.1	-0.1	-0.31	-0.74	1%	0.89	108	0	-8
CCCC(c1nnnn1CS(=O)(=O)c1ccc(C)cc1)N1CCN(c2ccccc2)CC1 (centres undefined)
  1.1	-1.1	/	/	5%	/	71	-3	7
COC(=O)C(C)Sc1nnc(Cc2cc(=O)[nH]c(=O)[nH]2)n1-c1ccc(Cl)cc1 (centres undefined)
  1.1	-0.9	0.057	0.87	9%	-0.3	73	-3	5

(listing goes on)
The line under a structure holds: Autofluor 339	HTR1A agonist	D1 allo mod	M1 agonist	NADH enzymes	M1 antag	HER2 expr 66K	Hsp90 block	E coli RNAP
CCOC(=O)C1CCN(S(=O)(=O)c2cccc3nonc23)CC1
  1.1	-0.7	0.35	0.33	1%	-0.077	101	/	4
Cc1cccc(NC2=NC3(CCCCC3)N=C(N)N2)c1
  1.1	0.3	-3.6	0.99	8%	0.51	89	-12	/
COc1ccc(-c2cnc(SCC(=O)Nc3cc(C)on3)n2Cc2ccco2)cc1
  1.1	-0.6	-0.64	0.42	6%	-0.35	66	-5	-2
CCCc1cc(C(=O)Nc2sc3c(c2C(=O)OCC)CCCC3)no1
  2.1*	-0.9	0.62	0.2	5%[fluoresces]	0.12	76	-4	3
COc1ccc(C(c2nnnn2C2CCCCC2)N2CCN(c3ccccc3F)CC2)cc1 (centres undefined)
  1.1	-0.9	-0.47	-0.72	5%	0.48	81	-2	8
Cn1nnnc1SCC(=O)N1CCc2ccccc2C1
  1	-1.3	-0.94	0.25	3%	-0.48	97	-3	12
COc1ccccc1CNC(=O)C(C)NS(=O)(=O)c1ccc(C)cc1 (centres undefined)
  1.1	0.7	-0.016	/	5%	/	94	-9	5
CCc1ccc2nc(NC(=O)c3ccc4c(=O)[nH]c(CN5CCOCC5)nc4c3)sc2c1
  1.1	-4.3	-0.38	0.18	5%	0.17	139	-4	11
O=C(Nc1ccc(Br)cc1Cl)c1cnccn1
  1.1	-2.1	0.78	0.54	3%	0.43	88	/	2
CCOc1ccc(NC2=NCCC(=O)N2Cc2cccs2)cc1
  1.1	-0.2	0.21	-0.19	5%	1.1	97	0	1
Cc1ccc(OCC(=O)Nc2ccc3c(c2)nc(CCN2CCOCC2)n3C)cc1
  1.1	1.0	-0.58	-0.87	5%	-0.088	79	-2	5
Cc1nc2sc(C(c3ccco3)N3CCC4(CC3)OCCO4)c(O)n2n1 (centres undefined)
  1.1	0.1	-0.0062	-0.051	8%	0.23	67	1	/
COC(=O)CSc1ccc2c(N)c(C(=O)OC)sc2c1
  2.5*	-2.9	-3.3	/	13%	/	133	-2	0
Nc1nonc1-c1nc2ccccc2n1Cc1ccc(Cl)cc1
  1.1	-3.6	/	0.13	0%	-0.23	75	-2	7
O=S(=O)(c1ccc(S(=O)(=O)N(Cc2cccs2)CC2CCCO2)cc1)N1CCCCC1 (centres undefined)
  1.1	-4.6	-1.1	1.3	1%	0.00065	91	1	2

Remaining list, next part.
The line under a structure holds: Autofluor 339	HTR1A agonist	D1 allo mod	M1 agonist	NADH enzymes	M1 antag	HER2 expr 66K	Hsp90 block	E coli RNAP
CNc1oc(-c2cccs2)nc1C#N
  2.4*	-0.6	/	-0.97	2%[fluoresces]	0.76	175	5	14
CCN(CC)CCCN1C(=O)C(O)=C(C(C)=O)C1c1ccc(OC)cc1OC (centres undefined)
  1	0.6	0.17	-0.2	6%	0.086	89	2	0
COc1ccc(OC)c(S(=O)(=O)NCc2cn3cccc(C)c3n2)c1
  1.1	-3.9	-0.11	-0.19	5%	-0.033	71	1	/
CC(=O)Nc1ccc(S(=O)(=O)N2CCCN(S(=O)(=O)c3ccc(C)cc3)CC2)cc1
  1	-1.0	-0.83	-2.1	6%	-0.82	101	1	3
COCCNC(=O)CN1CCN(Cc2cccc(Cl)c2)C1=O
  1	11	-0.81	0.043	2%	-0.55	98	1	8
COc1ccc(CC(=O)n2nc(-c3ccccc3)nc2NCc2ccco2)cc1
  1.1	-1.0	-0.014	-0.038	3%	-0.029	85	1	1
C/C=C/COC(=O)c1[nH]c2c(c1C)C(=O)CC(c1ccco1)C2 (centres undefined)
  1.1	-3.0	0.93	-0.15	5%	0.079	45	-5	6
CC(=O)OCc1cc(=O)n(C)c(=O)n1C
  1.1	-1.1	0.48	-0.62	8%	-0.095	68	-3	0
COc1ccc(N2CCN(c3nc4ccccc4n3CC(=O)c3ccccc3)CC2)cc1
  1.1	0.4	/	-0.27	4%	-0.014	189	/	5
COc1cccc(-c2cc(C(=O)N3CCCCC3C)no2)c1 (centres undefined)
  1.1	-3.0	-1.4	-0.11	4%	0.89	69	-5	2
COc1cc(Cl)ccc1NC(=O)COc1ccccc1C(=O)N1CCN(c2ccc(O)cc2)CC1
  1	0.8	1.1	0.053	5%	0.36	88	11	7
CSc1snc(SCC(N)=O)c1C#N
  1.1	0.7	3.3	-0.19	2%	0.00042	130	-1	9
O=C(Nc1nccs1)C1C2CC3OC(=O)C1C3C2 (centres undefined)
  1.1	-3.1	/	-2.6	4%	0.63	67	-5	1
COc1ccc2c(c1)c(=O)oc1cc(OCC(=O)N3CCC(C)CC3)ccc12
  3.5*	0.4	0.46	-1.2	7%[fluoresces]	-0.43	91	1	-7
Cc1ccc2nc(SCc3nnc(-c4cccs4)o3)[nH]c2c1
  1	-0.1	-0.47	0.48	7%	-0.86	82	1	11

(list continues)
The line under a structure holds: Autofluor 339	HTR1A agonist	D1 allo mod	M1 agonist	NADH enzymes	M1 antag	HER2 expr 66K	Hsp90 block	E coli RNAP
Cc1ccc(C(C)C)c(OCC(=O)Nc2ccc(N3CCN(S(C)(=O)=O)CC3)cc2)c1
  1.1	1.4	-1.5	-0.57	0%	0.19	78	5	5
CCOc1ccc(C2/C(=C(/O)c3ccc(OC)cc3)C(=O)C(=O)N2c2cc(C)on2)cc1OC (centres undefined)
  1	3.6	0.096	-0.92	2%	-0.2	125	0	9
CC1CCc2cc(F)ccc2N1C(=O)c1ccc2c(c1)OCO2 (centres undefined)
  1.1	6.7	-0.29	0.75	3%	-0.45	142	0	-2
O=C(OCC1COc2ccccc2O1)c1ccccc1F (centres undefined)
  1.1	-0.5	0.041	0.097	4%	-0.32	118	-2	1
COc1ccc(N2C(=O)CN=C2Nc2nc(C)cc(C)n2)cc1
  1.1	3.6	0.05	-0.011	4%	0.53	86	1	9
O=C(Cn1ncc2c(=O)oc3ccccc3c21)N1CCC(N2CCCCC2)CC1
  1.1	-0.5	-0.53	0.042	7%	0.95	89	1	9
CC(C)C[C@H](NC(=O)Nc1ccc(S(N)(=O)=O)cc1)C(=O)O
  1.1	1.1	-0.29	/	6%	/	122	-2	-4
O=C(CCCc1c[nH]c2ccccc12)N1CCCCCC1
  1.1	1.5	-0.4	0.18	8%	-0.38	106	-1	5
CC1CCCN(Cc2nc3c(c(=O)n(C)c(=O)n3C)n2Cc2c(F)cccc2Cl)C1 (centres undefined)
  1.1	11	0.24	0.58	2%	-1*	67	0	-2
COC(=O)c1cc(NC2c3ccccc3C(=O)N2c2cccnc2)cc(C(=O)OC)c1 (centres undefined)
  1.4	-0.1	-0.0062	0.017	10%	0.8	112	-1	-5
CC(CCc1ccccc1)NC(=O)c1nnc(Cc2ccc(F)cc2)o1 (centres undefined)
  1.1	0.7	0.026	0.68	2%	-0.11	123	-3	7
CC(C)C(OC(=O)c1ccco1)C(=O)NCc1cccs1 (centres undefined)
  1.1	0.6	0.31	0.61	6%	0.84	95	-9	-1
CC(C)n1c(SCC(=O)N2c3ccccc3Sc3ccccc32)nc2c1c(=O)n(C)c(=O)n2C
  1	0.7	5.2*	0.093	5%	0.5	54	-5	10
O=C(CCn1nnc2ccccc21)Nc1nnc(Cc2ccccc2)s1
  0.98	-0.8	0.2	-0.062	5%	-0.1	71	-7	8
O=C(NCCCN1CCN(c2cccc(Cl)c2)CC1)c1nc(-c2ccncc2)no1
  1.1	7.9	-2	-0.06	0%	0.3	76	-2	-2

An excerpt from above with just NADH enzymes.
mol,NADH enzymes
COc1ccc(C(c2nnnn2C2CCCCC2)N2CCN(c3ccccc3F)CC2)cc1 (centres undefined),5%
Cc1nc2sc(C(c3ccco3)N3CCC4(CC3)OCCO4)c(O)n2n1 (centres undefined),8%
CC1CCCN(Cc2nc3c(c(=O)n(C)c(=O)n3C)n2Cc2c(F)cccc2Cl)C1 (centres undefined),2%

(next part)
The line under a structure holds: Autofluor 339	HTR1A agonist	D1 allo mod	M1 agonist	NADH enzymes	M1 antag	HER2 expr 66K	Hsp90 block	E coli RNAP
Cc1cc(Nc2ccccc2)n(-c2nc3ccccc3[nH]2)n1
  1.1	0.4	0.32	-0.48	6%	-0.63	83	-2	-12
CCOC(=O)C1=C(C)NC(=O)C1(NC(=O)c1cccnc1)C(F)(F)F (centres undefined)
  1.1	-4.8	0.15	-0.43	0%	-1.2	107	-1	4
Cc1cc(C)c2cc(CN(CCO)C(=O)Nc3ccc(Cl)cc3)c(=O)[nH]c2c1
  1.2	-1.5	1.5	1.4	8%	1.2	88	0	5
CCN(CC)S(=O)(=O)c1ccc(Oc2cccc(C(C)=O)c2)nc1
  1	-3.4	-0.025	-0.96	3%	0.0076	74	1	10
COc1ccc(C2CC(c3ccccc3C)n3nc(N)nc3N2)cc1 (centres undefined)
  1.1	0.3	-0.011	0.013	2%	-0.048	94	0	9
CCCS(=O)(=O)N1CCCC(C(=O)NCCc2ccc(OC)c(OC)c2)C1 (centres undefined)
  1.1	-2.8	-0.017	-0.0034	2%	0.14	88	-1	-7
Cc1ccc(C)c(S(=O)(=O)N2CCN(CC(=O)NC(=O)NCc3ccccc3)CC2)c1
  1	0.6	1.2	-0.053	4%	0.12	109	4	11

Assay outcomes from PubChem BioAssay.
